# NFkB transloc inh: blocks IL-1B driven NFkB nuclear translocation in HUVEC cells; HUVEC IL-1B NFkB p65 nuclear translocation imaging; inhibition, % at 2 µM; 94,000 compounds, 0.43% hits;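 active = inhibition above about 30% together with a positive call from visual inspection of the well image, limit read from the data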;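 note: nuclear over cytoplasmic p65 intensity ratio measured by imaging; 0% = IL-1B stimulated DMSO wells and 100% = unstimulated DMSO wells; values of inactives mirror those of a sister screen read the other way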
# IL1B NFkB pot: enhances IL-1B driven NFkB nuclear translocation | activation, % at 2 µM | HUVEC IL-1B NFkB p65 nuclear translocation imaging | 94,000 compounds, 0.3% hits;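 active = activation above 40%, about the mean plus 3 SD, also judged a hit on visual image review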;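 note: percent activation is computed from the nuclear over cytoplasmic p65 intensity ratio; values of inactives mirror those of a sister screen read the other way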
# Bcl-B displacement: displacers of TR3 peptide from Bcl-B, primary screen, selectivity assay for Bfl-1 inhibitor project, biochemical, fluorescence polarization | FP displacement of FITC-TR3 peptide from Bcl-B; higher % means a stronger effect | displacement, % at 20 µM, or IC50 in µM where a hit was titrated | 96,000 compounds, 0.11% hits | AID 748;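 active = displacement above 50% at 20 µM plus a fluorescence interference ratio under 1.5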;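 note: plate controls were wells without compound for no effect and wells lacking Bcl-B protein for full effect; a part of the inactive calls stands beside numbers as strong as those of hits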
# PLAP inhibitors HTS: inhibition of human placental alkaline phosphatase – biochemical, luminescence, HTS (AID 690) | purified PLAP, luminescent substrate; higher % means a stronger effect | inhibition, % at 20 µM; hits with a dose series show IC50 in µM | 96,000 compounds, 0.08% hits; in the data active = a potency from the dose series; inactive = the rest, 99 in 100 with inhibition below about 30%; note: strong numbers were not always called active
# MRP resist rev: MRP-mediated drug resistance reversal. H69AR cells + 2 uM doxorubicin, CellTiter-Glo, 72 h. differential viability (reversal), % at 10 µM. 85,000 compounds, 0.04% hits;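 active = viability drop by adding the cancer drug above about 55%, with treated viability meeting a 40% cutoff, limit read from the data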;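 note: viability without doxorubicin minus viability with 2 µM doxorubicin for each compound; larger differential means the compound sensitizes cells more to doxorubicin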
# MRP resist rev cytotoxicity: recorded beside MRP resist rev, whose call it bears; viability, %; H69AR cells, CellTiter-Glo, 72 h; measured here: cytotoxicity without doxorubicin
# MRP resist rev with doxorubicin: also measured in MRP resist rev; calls as there; viability, %; measured here: viability with 2 uM doxorubicin; stronger effect = lower value
# NFkB transloc inh cell count 2 µM: second read-out of NFkB transloc inh, no call of its own (marks repeat the call); cell count; measured here: cells passing quality filter;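 raw number of nuclei counted in each imaged well without normalization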
# IL1B NFkB pot cell count 2 µM: second read-out of IL1B NFkB pot, no call of its own (marks repeat the call); cell count; measured here: cells passing quality filter
# Active calls of the source: *; / = no result given.
# Values run as follows: NFkB transloc inh	NFkB transloc inh cell count 2 µM	IL1B NFkB pot	IL1B NFkB pot cell count 2 µM	Bcl-B displacement	PLAP inhibitors HTS	MRP resist rev	MRP resist rev cytotoxicity	MRP resist rev with doxorubicin
1) CCc1ccc(NC2=NC(C(=O)NC3CCCCC3)CC(=O)N2)cc1 (configuration not stated)
    -11	117	11	117	-4%	1%	7	87	80
2) CCOC(=O)c1cc(C(=O)OCC)c2cc(Br)ccc2n1
    -19	181	19	181	14%	-8%	-14	93	106
3) CC1(NC(=O)c2cc(S(=O)(=O)N3CCCCC3)ccc2Cl)CCS(=O)(=O)C1 (configuration not stated)
    -18	155	18	155	-2%	-12%	/	/	/
4) COc1ccc(S(=O)(=O)Cc2ccc(C(=O)N3CCN(c4cccc(C)c4C)CC3)o2)cc1
    /	/	/	/	3%	-40%	-42	23	64
5) CC1CCCN(CC(=O)Nc2ccc(S(=O)(=O)N3CCCCC3)cc2)C1 (configuration not stated)
    -8	111	8	111	/	/	49	88	39
6) CCOc1ccc(NC(=O)N2CCN(c3nc4ccccc4s3)CC2)cc1
    -1	166	1	166	-34%	-5%	7	100	93
7) O=C(CSc1nnc(-c2ccc(S(=O)(=O)N3CCCC3)cc2)o1)N1CCCC1
    -14	96	14	96	/	/	10	88	78
8) COc1ccc(CNC(=O)COC(=O)c2cc(-c3ccco3)nc3ccccc23)cc1
    -7	162	7	162	43%	-37%	-14	71	85
9) CCCN(CCC)C1Sc2ccc(C(=O)OC)cc2NC1=O (configuration not stated)
    /	/	/	/	-3%	-17%	17	92	76
10) O=C(Cc1ccccc1)Nc1cccc(-c2nnc(-c3ccco3)o2)c1
    3	97	-3	97	-6%	16%	/	/	/
11) CCOCCCNCc1cccc(OC)c1
    -28	148	28	148	-4%	-1%	13	82	69
12) CCC(Sc1nc(C)cc(C)n1)C(=O)Nc1ccc(Cl)cn1 (configuration not stated)
    -5	68	5	68	/	/	15	90	75
13) Cn1c(CNc2nc3ccccc3n2C)nc2ccccc21
    /	/	/	/	1%	-85%	-1	89	90
14) COc1cccc(C(=O)CSc2nc3cccnc3n2C)c1
    12	145	-12	145	/	/	-7	85	92
15) CC(C)C(C(=O)Nc1ccccc1)N1C(=O)c2ccccc2C1=O (configuration not stated)
    3	58	-3	58	/	/	4	107	103
16) Cc1ccccc1NC(=O)CSc1nc(N)c(C#N)cc1C#N
    14	41	-14	41	5%	18%	-21	71	92
17) CCOC(=O)C1=C(N)n2c(s/c(=C\c3cccnc3)c2=O)=C(C(=O)OCC)C1c1cccnc1 (configuration not stated)
    /	/	/	/	14%	4%	-25	54	79
18) CCCCN(Cc1ccccc1)C(=O)C1CCN(S(=O)(=O)c2c(C)noc2C)CC1
    -4	118	4	118	1%	-19%	0	81	81
19) CC1(C)CC(NC(=O)C2CCCCC2C(=O)O)CC(C)(C)N1 (configuration not stated)
    /	/	/	/	5%	8%	-5	95	99
20) Cc1ccc(C)c2nc(SCC(=O)NCc3cccs3)c(C#N)cc12
    0	189	0	189	-8%	28%	/	/	/
21) CC(C)(C)NC(=O)COC(=O)c1nsc(Cl)c1Cl
    -20	137	20	137	/	/	14	111	96
22) Cc1cc2c(N)cccc2nn1
    /	/	/	/	-2%	6%	1	94	93
23) C=CCn1c(SCC(=O)N2CCc3ccccc3C2)nc2ccccc2c1=O
    -19	172	19	172	1%	-26%	/	/	/
24) CCCOc1ccc(-c2nnc(-c3cccs3)o2)cc1
    4	111	-4	111	/	/	-7	88	96
25) CC1(C)Cc2c(sc3ncn4nc(CCC(=O)O)c(=O)nc4c23)CO1
    /	/	/	/	-14%	-34%	2	86	84
26) COC(=O)c1c(N)c(C#N)c2n1CCCCC2
    -17	48	17	48	3%	3%	17	86	70
27) CCCCCc1nc2ccccc2c(=O)n1N
    -32	226	32	226	-4%	27%	0	93	93
28) O=C(OCC(CO)OC(CO)n1ccc(=O)[nH]c1=O)c1ccccc1 (configuration not stated)
    -22	101	22	101	0%	-16%	8	108	100
29) COc1ccc(NC(=O)CN(c2ccc(C(C)C)cc2)S(=O)(=O)c2c(C)noc2C)cc1OC
    -6	72	6	72	0%	15%	14	78	64
30) O=C(Nc1ccc(Br)cc1F)C1CCCN(S(=O)(=O)c2cnc[nH]2)C1 (configuration not stated)
    16	173	-17	173	-2%	-60%	2	101	99
31) COc1ccc(C(=O)NCCCn2ccnc2)cc1
    -19	138	19	138	7%	2%	-4	91	95
32) CCOC(=O)c1[nH]c2ccccc2c1NC(=O)c1cc(OC)c(OC)c(OC)c1
    -8	162	8	162	/	/	1	73	71
33) CCOC(=O)c1cn(CC)c2cc(N3CCCCC3)c(F)cc2c1=O
    -11	149	11	149	/	/	-32	49	81
34) Cc1nc(NCCN2CCOCC2)c2nnn(Cc3c(F)cccc3Cl)c2n1
    -10	145	10	145	10%	-62%	1	91	90
35) O/N=C1\CCc2cc(Cl)ccc21
    -27	152	27	152	-2%	15%	-14	95	110
36) CCOc1ccc(-c2nc(CSCC(=O)NCCN3CCOCC3)c(C)o2)cc1
    /	/	/	/	-8%	-57%	/	/	/
37) CSc1cccc(-n2cc(-c3ccc4c(c3)OCO4)[nH]c2=O)c1
    -4	95	4	95	-32%	-8%	-28	25	53
38) C=CCN1C(=O)CS/C1=C(\C#N)S(=O)(=O)c1ccc(C)cc1
    -8	144	8	144	-1%	-40%	0	93	94
39) O=C(Nc1ccc2c(c1)OCO2)C1CCN(S(=O)(=O)Cc2ccccc2)CC1
    -3	180	3	180	-2%	12%	0	97	97
40) Cc1cc(C)nc(SCC2COc3ccccc3O2)n1 (configuration not stated)
    4	102	-4	102	16%	-15%	19	88	69
41) CC(C)(CNCC(O)c1ccccc1)N1CCOCC1 (configuration not stated)
    -8	83	8	83	0%	-6%	-18	92	111
42) CC(NC(=O)C1CCCN(S(=O)(=O)c2cccs2)C1)c1ccccc1 (configuration not stated)
    1	44	-1	44	-3%	0%	4	89	84
43) CCc1nc(C)cn1S(=O)(=O)c1cc(Br)c(C)cc1OC
    8	114	-8	114	1%	-32%	-1	84	85
44) COCCN(C(=O)Nc1ccccc1)C(C)c1cccnc1 (configuration not stated)
    -18	188	18	188	5%	-11%	-7	99	107
45) Cc1cc(C)nc(N2CCC(C(=O)Nc3nnc(C)s3)CC2)n1
    26	146	-26	146	11%	14%	14	96	82
46) N#CCCN1CCN(S(=O)(=O)c2ccc(S(=O)(=O)N3CCCCCC3)cc2)CC1
    /	/	/	/	-1%	-2%	9	91	81
47) COC(=O)C1=CNC=C(C(=O)OC)C1c1ccc(C(=O)OC)cc1
    /	/	/	/	-7%	-100%	0	91	91
48) COC(=O)c1cc(CSc2nnc(-c3ccccc3)c(-c3ccccc3)n2)oc1C
    -14	103	15	103	0%	-20%	-7	80	87
49) CCCS(=O)(=O)N1CCN(Cc2ccncc2)CC1
    -2	176	2	176	-9%	6%	3	105	102
50) O=C(COC(=O)c1ccccc1S(=O)(=O)N1CCCCC1)NCC(F)(F)F
    5	93	-5	93	-3%	-33%	9	98	89

# Further results
# Values run as follows: NFkB transloc inh	NFkB transloc inh cell count 2 µM	IL1B NFkB pot	IL1B NFkB pot cell count 2 µM	Bcl-B displacement	PLAP inhibitors HTS	MRP resist rev	MRP resist rev cytotoxicity	MRP resist rev with doxorubicin
51) COc1ccc(OC)c(C2CC(=O)N3CN(c4ccccc4F)CSC3=C2C#N)c1 (configuration not stated)
    -21	188	21	188	11%	-1%	-11	96	107
52) O=C(Nc1ccccc1F)C1CCCN(S(=O)(=O)c2cccc3cccnc23)C1 (configuration not stated)
    -5	171	5	171	1%	-30%	8	88	80
53) O=C(CSC(=S)N1CCCCC1)N1N=CCC1c1ccccc1 (configuration not stated)
    7	152	-7	152	-3%	-4%	-8	91	99
54) O=C(O)C1CC=C(Cl)CC1C(=O)NCC1OCCc2ccccc21 (configuration not stated)
    -2	174	2	174	-9%	-15%	-6	92	98
55) Cc1cc(S(=O)(=O)N2CCOCC2)ccc1F
    -3	166	3	166	-9%	4%	-6	106	112
56) CC(C)COC(=O)N1CCCC1C(=O)O (configuration not stated)
    -14	106	14	106	/	/	-3	98	101
57) CCCNC(=O)Cn1cnc2sc(C(=O)Nc3ccc4c(c3)OCO4)c(C)c2c1=O
    -3	174	3	174	-7%	7%	/	/	/
58) COCCn1c(Sc2ccccc2)nc2c1c(=O)[nH]c(=O)n2C
    7	102	-7	102	3%	7%	1	95	94
59) c1ccc(CSc2nnc(-c3ccco3)n2Cc2ccco2)cc1
    2	98	-2	98	11%	-36%	12	95	82
60) COCCSc1nnc(NC(=O)COC)s1
    -1	99	1	99	-19%	12%	-2	89	91
61) Cc1ccc2[nH]c(=O)c(CN(CCO)C(=O)N(C)C)cc2c1
    -27	117	27	117	/	/	-2	95	97
62) Cc1cc(C)cc(NC(=S)N2CCC(c3nc4ccccc4s3)CC2)c1
    -1	168	1	168	-1%	7%	/	/	/
63) CCOC(=O)COc1ccc(/C=C2/SC(=Nc3ccccc3)N(Cc3cccnc3)C2=O)cc1OC
    -3	142	3	142	6%	-78%	/	/	/
64) Brc1ccccc1-c1nnc(CSc2nnc3sc4ccccc4n23)o1
    /	/	/	/	-1%	-76%	-8	65	73
65) O=C(O)CNC(=O)CCN1C(=O)c2ccccc2C1=O
    -17	56	17	56	-2%	24%	-5	95	100
66) CCOc1ccc(NC(=O)CN2CCN(CC(=O)Nc3ccc(Cl)c(C(F)(F)F)c3)CC2)cc1
    4	43	-4	43	7%	-66%	9	97	89
67) CN(C)S(=O)(=O)c1ccc(C(=O)Nc2ccc(Cl)cc2)cc1
    -9	178	9	178	2%	17%	10	94	84
68) COC(/C=C/Nc1ccc(OC)cc1)=C(C#N)C#N
    3	120	-3	120	-8%	-8%	/	/	/
69) Cc1nc(NC2CCCC2)sc1C(=O)N(C)C
    -3	167	3	167	-10%	18%	2	99	97
70) COc1ccccc1NC(=S)NC(=O)C(C)(C)C
    -10	164	10	164	4%	-6%	/	/	/
71) CC1(C)CC(=O)C(C=Nc2ccc3cn[nH]c3c2)=C(O)C1
    7	47	-7	47	-5%	-19%	-25	84	109
72) COC(=O)C1=C(C)N2C(=O)CSC2=NC1c1ccc2c(c1)OCO2 (configuration not stated)
    /	/	/	/	0%	-48%	6	93	87
73) COc1ccc(CCNC(=O)COc2ccc(S(=O)(=O)NC(C)C)cc2Cl)cc1OC
    6	136	-6	136	0%	-23%	/	/	/
74) COC(=O)C1=C(C)NC(C)=C(C(=O)OC)C1/C=C/c1ccccc1
    4	157	-4	157	-3%	6%	/	/	/
75) CCN(CC)C(=O)CSc1nnc(-c2cc(OC)cc(OC)c2)o1
    2	120	-2	120	-8%	0%	7	92	85
76) Cc1nnc(SCC(=O)Nc2cccc(C(F)(F)F)c2)[nH]c1=O
    -20	97	20	97	5%	-5%	5	102	98
77) COc1ccc(Br)cc1C1NC(=O)NC(C)=C1C(=O)N(C)C (configuration not stated)
    3	158	-3	158	-5%	18%	/	/	/
78) COc1cc(NS(=O)(=O)c2ccc(Br)s2)cc(OC)c1
    2	101	-2	101	0%	-24%	-3	88	91
79) CCOc1ccccc1N1CCN(C(=O)c2cc3c(s2)CCC3)CC1
    -5	110	5	110	0%	-41%	-4	88	92
80) O=C(OCCN1C(=O)c2ccccc2C1=O)c1cc(=O)[nH]c2ccccc12
    -2	100	2	100	1%	-5%	11	97	85
81) Cc1ccc(N(C)S(=O)(=O)c2cccc(C(=O)NC3=NCCS3)c2)cc1
    -3	131	3	131	-1%	11%	/	/	/
82) Cc1cc(C)c(C#N)c(SC(F)F)n1
    12	119	-12	119	-10%	0%	13	98	85
83) O=C(CCCSc1nc2ccccc2[nH]1)NC1=NCCS1
    -27	145	27	145	2%	-17%	16	93	77
84) O=S(=O)(c1ccc(Cl)cc1)c1cnc(-c2cccnc2)nc1-c1ccccc1
    0	132	0	132	0%	11%	/	/	/

# An excerpt, so the mix of outcomes need not match the whole.
